High-throughput results as filed in PubChem BioAssay.
S3 lipid droplet: qHTS Assay for Lipid Storage Modulators in Drosophila S3 Cells. Drosophila S3 cells, BODIPY lipid droplet fluorescence, 18-24 h; cells fed with added oleic acid. Potency in µM for hits, for the others lipid storage change, negative = inhibition, % at the top dose, mostly 46.1 µM. 320,000 tested, 0.64% active; active = well fitted inhibition curve with a large enough effect in the signal ratio, with a control signal flat, not every such curve was filed as active; inconclusive = small, poorly fitted or top-dose-only effect, or effect the other way, or a change in a side signal; the % refers to the signal ratio
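Drosophila S3 cells loaded with oleic acid (400 uM, as added) and compounds at several concentrations; lipid droplets imaged by 488-nm laser-scanning cytometry, 500–530 nm intensity and object ratio to cell channel. Percent activity normalized to 20 uM Triacsin C.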
S3 lipid droplet cell count max: further read-out of S3 lipid droplet, marked with its call; cell number change, %; measured here: cell count max response;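 cells counted by Cell Tracker Red CMTPX staining in the red channel; peak over a dose series mostly up to 46.1 µM; percent activity relative to internal control wells on each plate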
* marks the source's active call; other numbers are inactive results; i = inactive; ? = inconclusive; . = no result given; [ ] = another dose, or the depositor's remark. % is scaled to controls: 0 for no effect and ±100 for the full control effect; potency is read from the fitted curve at half-maximal effect.

SMILES	S3 lipid droplet	S3 lipid droplet cell count max
C=CCOC(=O)C(C#N)c1nc2ccccc2nc1N1CCN(Cc2ccc3c(c2)OCO3)CC1 (stereo not given)	?	.
Cn1c(N)c(C(=O)COC(=O)[C@@H]2CCCN2S(=O)(=O)c2ccc(Cl)cc2)c(=O)n(C)c1=O	-1%	.
CCOc1ccc(N(CC)S(=O)(=O)c2c(C)[nH]c(=O)[nH]c2=O)cc1	?	.
O=C(COC(=O)c1ccccc1Br)NC1CCCC1	?	.
O=C(Nc1ccccc1C(=O)NCCN1CCOCC1)c1ccco1	?	.
COc1ccc(NC(=O)CSCc2cc(=O)n3ccsc3n2)cc1	24%	.
Cc1cccc(NC(=O)COC(=O)c2ccc(S(=O)(=O)N3CCCC3)cc2)c1	?	.
O=C(NN1C(=O)C2C3C=CC(C3)C2C1=O)c1ccco1 (stereo not given)	5%	18
COc1ccc(N(CC(=O)N2c3ccccc3CC2C)S(=O)(=O)c2c(C)noc2C)cc1 (stereo not given)	i	.
COc1ccc(NC(=O)NNC(=O)COc2ccc3ccccc3c2)cc1	28%	1
Cc1cccc(C(=O)N(Cc2ccco2)c2c(N)n(Cc3ccccc3)c(=O)[nH]c2=O)c1	?	.
CCC(=O)N(CCC1(C(C)C)CCOC(C)(C)C1)Cc1ccco1 (stereo not given)	-27%	.
Cc1ccc2cc3c(NC(=O)c4ccco4)nn(C)c3nc2c1	?	.
Cc1cccc(C(=O)N[C@H](C(=O)Nc2ccc(S(=O)(=O)NC3=NCCCCC3)cc2)C(C)C)c1	?	.
COc1ccc(OC)c(S(=O)(=O)n2ccc(C)n2)c1	19%	16
Cc1cccc(NC(=S)NC2CC3CCCC(C2)N3CC(C)C)c1 (stereo not given)	-8%	-13
Cc1cccnc1NC(=O)Nc1cccc2ccccc12	?	.
COc1cc(S(=O)(=O)Nc2ccccc2C)ccc1Cl	?	.
CNC(=S)N/N=C/c1ccc(OCC(=O)Nc2c(C)cc(C)cc2C)c(OC)c1	7%	-25
c1ccc(CNc2ncnc3c2oc2ccccc23)nc1	?	.
CCCCOc1ccc(C(O)(CC)CCN2CCOCC2)cc1 (stereo not given)	-5%	-18
Cc1ccc(C)c(N2CCN(C(=O)CSc3ccsc3[N+](=O)[O-])CC2)c1	?	.
COc1ccc(C(=O)c2c(C)oc3ccc(O)cc23)c(OC)c1	?	.
O=C(Nc1ccccc1C(=O)N1CCN(Cc2ccccc2)CC1)c1ccccc1	?	.
Clc1nnc(N2CCCCC2)c2ccccc12	-14%	.
CCOc1ccccc1CNC(=O)Cn1c(=O)oc2ccccc21	3%	9
CN(CC(=O)Nc1ccc(F)c(F)c1F)C(=O)/C=C/c1ccc(Cl)cc1	9%	9
Cc1ccccc1OCC1Cc2c(nc(N)c(C#N)c2N)O1 (stereo not given)	-12%	-16
CCOC(=O)c1cc(C)sc1NC(=O)C1CCC1	13%	-12
COCCNC(=S)N/N=C/c1ccc2c(c1)OCCO2	-4%	9
CCOc1ccc(C(=O)C(C)OC(=O)Cn2c(C)csc2=O)cc1 (stereo not given)	?	.
Cc1ccc(C#CC[N+]2(CC#Cc3ccc(C)cc3)CCCCC2)cc1	?	.
Cc1ccc(NC(=S)NC2CC3CCCC(C2)N3Cc2cccs2)cc1 (stereo not given)	-10%	.
C/C(CC(C)(C)c1ccccc1)=N\NS(=O)(=O)c1ccccc1	2%	17
COc1ccc(CC(=O)N[C@@H](CCSC)C(=O)N2CCC3(CC2)NCCc2[nH]cnc23)cc1	?	.
O=C(c1cccs1)N(Cc1ccccn1)Cc1ccco1	3%	16
COc1ccc(CN2CCN(C(=O)CC(C)C)CC2)cc1OC	i	-6
N#CC1=C(N)Oc2n[nH]c(-c3ccncc3)c2C1c1ccsc1 (stereo not given)	?	.
CC(=O)Nc1ccc(N2C(=O)CC(Sc3nc(C)cc(C)n3)C2=O)cc1 (stereo not given)	7%	21
CN(C)C(=O)C(Sc1ccc(S(=O)(=O)N2CCCC2)cn1)c1ccccc1 (stereo not given)	?	.
Cc1ccc(CSc2nnc(CCNC(=O)OC(C)(C)C)o2)cc1	-9%	5
COCCN(Cc1cc2cc(C)ccc2[nH]c1=O)S(=O)(=O)c1ccc(Cl)cc1	?	.
CCOC(=O)N1CCN(c2ncc(C(F)(F)F)cc2Cl)CC1	28%	24
CC(=O)c1c(C(C)=O)c(C)n(Cc2ccccc2)c1C	-10%	11
CC(=O)N1CCN(C(=O)C(Cc2ccccc2)NC(=O)c2ccccc2)CC1 (stereo not given)	?	.
CCOc1ccc(NC(=O)c2cccc3c2C(=O)N(CC2CCCO2)C3)cc1 (stereo not given)	?	.
CCCCSc1nnc(-c2ccc(NC(=O)CCc3ccccc3)cc2)n1C	?	.
COc1cc(C2C(C#N)=C(N)Oc3cc(C)n(CCc4ccccc4)c(=O)c32)cc2c1OCO2 (stereo not given)	?	.
CCC(C)NC(=O)CN(c1ccc(OC)cc1)S(=O)(=O)c1ccc(NC(C)=O)cc1 (stereo not given)	?	.
N=c1n(CCN2CCCCC2)c2ccccc2n1CC(=O)c1cccs1	-9%	-15
COc1ccc(CNC(=O)C(c2ccc(C)o2)N(C(=O)c2snc(C(N)=O)c2N)c2ccccc2OC)cc1 (stereo not given)	?	.
COc1ccc(NC(=O)NCc2cccnc2)c(OC)c1	?	.
O=C(OCC(=O)N1CCOCC1)c1ccc2ccccc2c1O	14%	16
CCOC(=O)CCNc1n[nH]c(=O)[nH]c1=O	?	.
COc1ccc(OC)c(NC(=O)c2cc(S(=O)(=O)N3CCCCC3)c[nH]2)c1	-1%	8
CC1(C)CC(=O)C2=C(C1)N(Cc1ccco1)C(=O)C2(NC(=O)c1ccc(Cl)cc1Cl)C(F)(F)F (stereo not given)	-10%	9
Cc1cc(/C=C(\C#N)c2nc3ccccc3[nH]2)c(C)n1C	?	.
CCOc1ccc(CCNC(=O)c2sc3nc4n(c(=O)c3c2C)CCC4)cc1OCC	?	.
CCCCOc1ccc(C2(C)NC(=O)NC2=O)cc1 (stereo not given)	?	.
COc1ccc(/C=N/NC(=O)OC(C)(C)C)cc1OC	8%	10

Quoted from the entries so far for reference:
SMILES	S3 lipid droplet	S3 lipid droplet cell count max
CCOc1ccc(NC(=O)c2cccc3c2C(=O)N(CC2CCCO2)C3)cc1 (stereo not given)	?	.
CCCCSc1nnc(-c2ccc(NC(=O)CCc3ccccc3)cc2)n1C	?	.
COc1cc(C2C(C#N)=C(N)Oc3cc(C)n(CCc4ccccc4)c(=O)c32)cc2c1OCO2 (stereo not given)	?	.
CCC(C)NC(=O)CN(c1ccc(OC)cc1)S(=O)(=O)c1ccc(NC(C)=O)cc1 (stereo not given)	?	.
N=c1n(CCN2CCCCC2)c2ccccc2n1CC(=O)c1cccs1	-9%	-15
COc1ccc(CNC(=O)C(c2ccc(C)o2)N(C(=O)c2snc(C(N)=O)c2N)c2ccccc2OC)cc1 (stereo not given)	?	.
COc1ccc(NC(=O)NCc2cccnc2)c(OC)c1	?	.
O=C(OCC(=O)N1CCOCC1)c1ccc2ccccc2c1O	14%	16
CCOC(=O)CCNc1n[nH]c(=O)[nH]c1=O	?	.
COc1ccc(OC)c(NC(=O)c2cc(S(=O)(=O)N3CCCCC3)c[nH]2)c1	-1%	8
CC1(C)CC(=O)C2=C(C1)N(Cc1ccco1)C(=O)C2(NC(=O)c1ccc(Cl)cc1Cl)C(F)(F)F (stereo not given)	-10%	9
Cc1cc(/C=C(\C#N)c2nc3ccccc3[nH]2)c(C)n1C	?	.
CCOc1ccc(CCNC(=O)c2sc3nc4n(c(=O)c3c2C)CCC4)cc1OCC	?	.
CCCCOc1ccc(C2(C)NC(=O)NC2=O)cc1 (stereo not given)	?	.
COc1ccc(/C=N/NC(=O)OC(C)(C)C)cc1OC	8%	10

Next section
SMILES	S3 lipid droplet	S3 lipid droplet cell count max
COc1ccccc1C(=O)n1nc(-c2ccco2)nc1SC	1%	17
CC(=O)NC1(C(F)(F)F)C(=O)N(Cc2ccccc2)C2=C1C(=O)CC(C)(C)C2 (stereo not given)	12%	-10
CC(C)Cc1nc2sc3c(=O)[nH]cnc3c2c2c1CCCC2	14%	-10
CN(C)CCNC(=O)c1cc(Sc2ccc(F)cc2)nc2ccccc12	-14%	-9
O=C(CSc1ncnc2sccc12)Nc1ccc(S(=O)(=O)N2CCOCC2)cc1	15µM*	4.4*
Oc1c(Cl)cc(Cl)c(Cl)c1Cc1c(O)c(Cl)cc(Cl)c1Cl	?	.
O=C1CC2C(=O)NCCN2C(=NC(=O)c2ccc(Cl)cc2)N1 (stereo not given)	7%	-8
CCCCC(=O)Nc1ccc2c(c1)nc(CCN1CCN(c3ccccn3)CC1)n2C	?	.
CCS(=O)(=O)C(=C(Nc1ccc(OC)cc1)Nc1ccc(OC)cc1)S(=O)(=O)CC	?	.
COc1ccc(NC(=O)c2ccc(S(=O)(=O)N3CCCCCC3)cc2)c(OC)c1	-6%	-3
CCOC(=O)C1=C(O)/C(=C/c2cc(OC)c(OC)c(OC)c2)N=C1C	4%	-6
COC(=O)c1cn(CCOc2ccccc2)c2ccccc12	i	.
Cc1cc(NC(=O)c2noc3c2CCCC3)no1	i	15
Cc1ccc(-n2nnnc2SCC(=O)Nc2ncc(Cc3ccccc3Cl)s2)cc1	2%	25
Cc1ccc(C(=O)NNC(=O)C2CCN(c3ncccn3)CC2)cc1	?	.
Cc1ccccc1NCC(=O)N/N=C\c1ccc2c(c1)OCO2	?	.
NC(=O)C1=C[C@H](c2ccccc2)C[C@H](OCc2ccc(CO)cc2)O1	-4%	9
CCc1ccc(NC(=O)CCCN2C(=S)NC(C)(C)CC2C)cc1 (stereo not given)	?	.
Cc1ccc(OCCNC(=O)Cc2ccc(S(=O)(=O)N3CCOCC3)s2)cc1	i[0.369 µM]	-13
NS(=O)(=O)c1ccc(Cl)cc1[N+](=O)[O-]	?	.
Cc1cccc(/C=N/NC(=O)c2cc(-c3cccnc3)nc3c2c(C)nn3-c2ccccc2)c1	?	.
COc1ccc(NS(=O)(=O)c2ccc(N3CCOCC3)c(NC(=O)c3ccc(F)cc3)c2)cc1	?	.
COCc1c(C(=O)OCC(=O)c2c(N)n(CC(C)C)c(=O)n(C)c2=O)oc2ccccc12	?	.
Cc1nn(-c2ccccc2)c(Cl)c1C(=O)Nc1nnc(C2CCCC2)s1	?	.
CC(C)(C)NC(=O)COC(=O)c1ccccc1Oc1ccccc1	8%	.
Brc1ccccc1/C=N/Nc1ccc2ccccc2n1	-1%	-6
Cc1ccc(CCNC(=O)CSCc2ccc(F)cc2)cc1	?	.
COc1cc(NC(=O)c2ccco2)c(OC)cc1NC(=O)CSc1nnc(-c2cccs2)n1C	?	.
O=C(CSc1nnc(-c2ccncc2)n1CC1CCCO1)Nc1nccs1 (stereo not given)	0%	-15
C/C(=C\c1ccccc1)C1Nc2cccc3cccc(c23)N1	?	.
CCOc1ccccc1OCCCC(=O)Nc1ccc(OC)nc1	?	.
CCNc1nc(NCc2ccccc2)nc(SCC(=O)Nc2ccccc2)n1	?	.
COCc1nc(-c2cc(Br)ccc2OC)no1	?	.
CCc1nn(CC(=O)NCCCN2CCOCC2)c(=O)c2cc3sccc3n12	i	-14
CC(=O)c1ccc(N2CCN(C(=O)c3ccc(NC(=O)C4CCCO4)cc3)CC2)cc1 (stereo not given)	?	.
COc1ccccc1NC(=O)c1cc2ccccc2o/c1=N\O	?	.
CC1CCCCC1NC(=O)CSc1nnc(-c2ccncc2)n1CCCN(C)C (stereo not given)	?	.
COc1ccc(NS(=O)(=O)c2cc(NC(=O)/C=C/c3cc(OC)c(OC)c(OC)c3)ccc2N2CCCCC2)cc1	?	.
N=C1C(=O)OCC1c1cc(Cl)ccc1NC(=O)Nc1ccccc1 (stereo not given)	?	.
COc1cccc(CN(C)C(=O)c2cccc(OCc3ccccc3)c2)c1	i	22
Cc1ccc(-n2nnnc2SC(C)C(=O)NCC(=O)Nc2ccc(F)c(F)c2F)c(C)c1 (stereo not given)	-20%	-19
CC1(C)C(=O)OC(C(=O)c2ccc(C(C)(C)C)cc2)C(C)(C)C1=O (stereo not given)	?	.
O=C(N/N=C/c1ccc(Cl)cc1Cl)C(=O)NC1CC1	?	.
CCOc1ccc(C2=Nn3c(nnc3-c3ccccc3OC)SC2)cc1	?	.
CC1CN(C(=O)c2ccc(N3CCCCC3)c([N+](=O)[O-])c2)CC(C)O1 (stereo not given)	9%	9
COc1ccc(C2=C(SC)CC2=NC(C)(C)C)cc1	?	.
CC(CN1CCCC1)OC(=O)c1ccc(Br)cc1 (stereo not given)	5%	18
CC1CC(C)CN(CCCNC(=O)c2csc3c2CCCCC3)C1 (stereo not given)	i	-4
CCc1cccc(CC)c1NC(=S)NC(C)c1ccccc1 (stereo not given)	?	.
CC(C)c1ccc2[nH]c3c(c2c1)CCC/C3=N\NC(=O)c1ccncc1	?	.
CCN(CC)C(=O)c1sc(NC(=O)C(C)C)c(C#N)c1C	0%	13
CC(C)OC(=O)CSc1nnc(-c2ccc(Cl)cc2)n1N	?	.
COc1ccc(C(C)C)cc1S(=O)(=O)NCCCn1ccnc1	?	.
O=C(COc1ccc(-c2nnco2)cc1)Nc1ccc(C(F)(F)F)cc1	?	.
COc1ccc(Cc2noc(CN(C)CCc3ccccc3)n2)cc1OC	4%	2
CCCCn1c(CNC(=O)CCC)nc2ccccc21	?	.
O=C(O)CSCCC(=O)Nc1ccc(F)cc1	8%	3

These rows are one share of the data. The share of hits here may be higher or lower than overall.
